Source: PubChem BioAssay (several laboratories)
MRP resist rev – reverses drug resistance mediated by MRP; differential viability (reversal), % at 10 µM; 0.04% of 85,000 active; H69AR cells + 2 uM doxorubicin, CellTiter-Glo, 72 h;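 active = viability drop by adding the cancer drug above about 55%, with treated viability meeting a 40% cutoff, limit read from the data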;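 note: viability without doxorubicin minus viability with 2 µM doxorubicin for each compound; larger differential means the compound sensitizes cells more to doxorubicin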
IL1B NFkB inh – blocks IL-1B driven NFkB nuclear translocation in HUVEC cells. 0.43% of 94,000 active. inhibition, % at 2 µM. HUVEC IL-1B NFkB p65 nuclear translocation imaging;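 active = inhibition above about 30% together with a positive call from visual inspection of the well image, limit read from the data; inconclusive = inhibition above a set limit but visual check negative; inactive = inhibition not above a set limit, visual check negative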;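 note: nuclear over cytoplasmic p65 intensity ratio measured by imaging; 0% = IL-1B stimulated DMSO wells and 100% = unstimulated DMSO wells; values of inactives mirror those of a sister screen read the other way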
Bcl-B TR3 displacers – displacers of TR3 peptide from Bcl-B, primary screen, selectivity assay for Bfl-1 inhibitor project, biochemical, fluorescence polarization | one-dose displacement, % at 20 µM; IC50 in µM for titrated hits | FP displacement of FITC-TR3 peptide from Bcl-B; higher % means a stronger effect | 0.11% of 96,000 active;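 active = displacement above 50% at 20 µM plus a fluorescence interference ratio under 1.5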;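 note: plate controls were wells without compound for no effect and wells lacking Bcl-B protein for full effect; a part of the inactive calls stands beside numbers as strong as those of hits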
IL1B NFkB pot – enhances IL-1B driven NFkB nuclear translocation | HUVEC IL-1B NFkB p65 nuclear translocation imaging | 0.3% of 94,000 active | activation, % at 2 µM;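 active = activation above 40%, about the mean plus 3 SD, also judged a hit on visual image review; inconclusive = activation above 40% but not a hit on visual review; inactive = activation not above 40% and no visual hit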;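 note: percent activation is computed from the nuclear over cytoplasmic p65 intensity ratio; values of inactives mirror those of a sister screen read the other way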
PLAP inhibitors HTS – inhibition of human placental alkaline phosphatase – biochemical, luminescence, HTS (AID 690); purified PLAP, luminescent substrate; higher % means a stronger effect; 0.08% of 96,000 active; inhibition, % at 20 µM, or IC50 in µM where a hit was titrated; in the data active = a potency from the dose series; inactive = the rest, 99 in 100 with inhibition below about 30%; note: strong numbers were not always called active
MRP resist rev cytotoxicity – recorded beside MRP resist rev, whose call it bears; viability, %; H69AR cells, CellTiter-Glo, 72 h; measured here: cytotoxicity without doxorubicin
MRP resist rev with doxorubicin – recorded beside MRP resist rev, whose call it bears; viability, %; measured here: viability with 2 uM doxorubicin; active compounds read low
IL1B NFkB inh cell count 2 µM – also measured in IL1B NFkB inh; calls as there; cell count; measured here: cells passing quality filter;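 raw number of nuclei counted in each imaged well without normalization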
IL1B NFkB pot cell count 2 µM – recorded beside IL1B NFkB pot, whose call it bears; cell count; measured here: cells passing quality filter
* = called active by the depositor; ? = inconclusive; nt = no result given.

SMILES	MRP resist rev	MRP resist rev cytotoxicity	MRP resist rev with doxorubicin	IL1B NFkB inh	IL1B NFkB inh cell count 2 µM	Bcl-B TR3 displacers	IL1B NFkB pot	IL1B NFkB pot cell count 2 µM	PLAP inhibitors HTS
CCC(=O)Nc1nnc(CSCc2ccc(F)cc2)s1	-6	100	106	-5	168	12%	5	168	-1%
CCOc1cc2c3c(c1)C1(C(=O)N3C(C)(C)C=C2C)C(C#N)=C(N)Oc2cc(O)ccc21 (stereo not drawn)	-23	33	56	-12	190	-2%	12	190	-18%
CC(C)(C)NC(=O)c1ccncc1	5	96	91	nt	nt	8%	nt	nt	11%
Cc1nnc(SCC(=O)Nn2cnnc2)s1	2	95	93	nt	nt	-5%	nt	nt	14%
O=C(Nc1ccc(-c2cn3ccsc3n2)cc1)C1CC1	-3	58	61	-17	110	-5%	17	110	8%
CC1(C)Cc2c(sc3c2c(=N)n(Cc2ccco2)c(=O)n3Cc2ccccc2)CO1	-3	59	61	-6	147	-9%	6	147	-38%
Cc1cccc(NS(=O)(=O)c2ccc(Oc3ccccc3)cc2)n1	-7	89	96	8	110	0%	-8	110	-37%
O=C1CN=C(Nc2ccccc2)N1Cc1cccs1	6	104	98	-5	157	1%	5	157	-4%
O=S(=O)(NC1CCCCCCC1)c1cccs1	7	88	81	0	158	-20%	0	158	10%
Cc1ccc(-c2nc3ccccc3[nH]2)s1	9	65	55	-12	172	8%	12	172	0%
Cc1[nH]c(C)c(C(=O)O)c1CNC1CCCCC1C (stereo not drawn)	6	107	101	nt	nt	-4%	nt	nt	5%
O=C(NCc1ccc(C(F)(F)F)cc1)C12CN(Cc3ccccc3)CC1C(c1cccc([N+](=O)[O-])c1)=NO2 (stereo not drawn)	nt	nt	nt	-8	156	0%	8	156	-13%
COC(=O)C1=C(N)OC2=C(C(=O)CC(C)(C)C2)C1c1cccs1 (stereo not drawn)	-9	84	93	nt	nt	1%	nt	nt	13%
O=C(NC(Cc1c[nH]c2ccccc12)c1nnc2n1CCCCC2)c1ccccc1 (stereo not drawn)	19	101	82	7	159	-10%	-7	159	-21%
Cc1ccc(Cn2nnc3c(=O)[nH]c(C4CCN(S(=O)(=O)c5ccc(C)cc5)CC4)nc32)cc1	19	77	57	-2	46	-8%	2	46	-44%
CCOC(=O)C1=NN(c2cccc(C)c2)C2(S1)SC(C(C)=O)=C(C)N2c1ccccc1 (stereo not drawn)	-11	72	83	17	45	-8%	-17	45	-55%
c1ccc(Cn2nnc3c(N4CCOCC4)ncnc32)cc1	nt	nt	nt	0	70	0%	-1	70	-23%
CC(O)c1nc2ccccc2n1Cc1nnc(-c2ccc(Cl)cc2)o1 (stereo not drawn)	9	98	89	8	136	-3%	-8	136	-18%
CCCCC(CC)CNC(=O)CCS(=O)(=O)c1cccc2nonc12 (stereo not drawn)	9	92	83	nt	nt	-4%	nt	nt	1%
COc1ccc(C(=O)NNC(=O)CN2CCC(n3nnc4cc(C(F)(F)F)ccc43)CC2)cc1	nt	nt	nt	nt	nt	-3%	nt	nt	22%
Clc1ccc(OCCOCCN2CCCCC2)c(Br)c1	nt	nt	nt	-29	88	3%	29	88	-36%
COc1ccc(CCC(=O)N2CCN(C3CCCCC3)CC2)cc1	26	91	65	-16	116	-8%	16	116	-36%
COc1ccc2cc(/C=C/C(=O)c3ccco3)c(Cl)nc2c1	-6	16	22	-4	192	-15%	4	192	14%
O=C(O)c1ccc(N2Cc3ccccc3C2)cc1O	nt	nt	nt	2	144	33%	-2	144	-61%
Cc1[nH]c2ccccc2c1C(=O)CN1CCCCC1C (stereo not drawn)	7	96	89	10	186	2%	-9	186	3%
Cn1c(Cc2ccccc2)nnc1SCC(=O)c1ccc(Br)s1	23	93	70	5	153	6%	-5	153	14%
CCOC(=O)C1CCN(C(=O)c2sc3nc(-c4ccc(F)cc4)cn3c2C)CC1	13	35	22	2	124	13%	-2	124	-26%
CCCCc1c(O)nc(SCC(=O)N2CCOCC2)[nH]c1=O	-20	93	113	-4	140	-5%	4	140	8%
COc1ccc(C(=O)Nc2cccc(C(=O)N3CCN(C)CC3)c2)cc1	-12	70	82	-37	123	-5%	37	123	-25%
Nc1nc(N2CCCCC2)nc2ccccc12	-10	83	93	-4	98	-3%	4	98	30%
CC(C)COC(=O)C(C#N)c1nc2ccccc2nc1N1CCN(Cc2ccc3c(c2)OCO3)CC1 (stereo not drawn)	0	84	84	6	126	-7%	-6	126	-11%
CS(=O)(=O)N1CCN(C2Cc3ccccc3C2)CC1	-2	93	95	-25	139	-3%	25	139	-48%
Cc1cc(OC(=O)c2ccccc2)n(CCC#N)n1	6	99	93	-16	86	7%	16	86	15%
COC(=O)c1cc(OC)c(OC)cc1NC(=S)N1CCC(C(N)=O)CC1	9	85	75	-6	119	-3%	6	119	-32%
O=C(c1ccc(Cl)cc1)c1ccc(OCC(=O)N2CCOCC2)cc1	11	93	82	-2	113	0%	2	113	nt
CC(=O)OC(C(=O)NC1CCCCC1)c1ccncc1 (stereo not drawn)	-8	88	96	-11	190	nt	11	190	nt
Cc1cc(C)nc(NC(=O)CSc2nc3ccccc3o2)n1	-9	88	97	-6	185	42%	6	185	-41%
COc1cc(S(=O)(=O)N2CCN(Cc3ccccc3)CC2)ccc1Br	-3	86	89	-2	64	-4%	2	64	-24%
COc1ccc(S(=O)(=O)NCCSC(C)(C)C)cc1Cl	1	96	94	-6	113	-5%	6	113	30%
CC(C)c1c(C#N)c(N)nc(SCC(=O)c2cc3ccccc3oc2=O)c1C#N	-2	101	103	nt	nt	0%	nt	nt	8%
C=CCn1c(Br)nc2c1c(=O)n(C)c(=O)n2C	3	89	86	-49	129	-6%	49*	129*	-11%
CCOc1ccc(NC(=O)Cc2c(O)c3ccccc3[nH]c2=O)cc1	nt	nt	nt	-2	176	-12%	2	176	1%
O=C1CC(N2CCN(C/C=C/c3ccccc3)CC2)C(=O)N1Cc1ccc(N2CCCC2=O)cc1 (stereo not drawn)	10	107	97	11	81	8%	-11	81	-51%
COc1ccc(CCNC(=O)C2CC(=O)N(c3ccccc3)C2)cc1OC (stereo not drawn)	-2	100	102	4	20	-4%	-4	20	-19%
Cc1snc(SCC(=O)N/N=C(\N)COc2ccc(F)cc2)c1C#N	nt	nt	nt	-8	180	-4%	8	180	-26%
COc1cc(N2CN=c3s/c(=C\c4ccccn4)c(=O)n3C2)cc(OC)c1OC	-8	93	102	nt	nt	8%	nt	nt	-59%
O=c1cc(O)nc(SCc2ccccc2)n1-c1ccc(F)cc1	nt	nt	nt	7	146	8%	-7	146	-20%
CNS(=O)(=O)c1cccc2cccnc12	nt	nt	nt	-1	104	-14%	1	104	11%
O=C(OCCN1C(=O)CCC1=O)c1ccc(S(=O)(=O)N2CCCCC2)cc1	-6	100	106	-21	185	10%	21	185	4%
COc1ccc(C2(O)CCN(C(=O)NC3CCCCC3)CC2)cc1	-7	97	104	-13	110	5%	13	110	2%
CCN1C(=O)CSc2ccc(C(=O)NCCCN3CCOCC3)cc21	3	99	96	3	127	13%	-3	127	-18%
COC(=O)c1c(NC(=O)CSc2ncnc3c2cnn3-c2ccccc2Cl)sc2c1CCCC2	-6	87	93	-30	136	nt	30	136	nt
CCOC(=O)C1CN(S(=O)(=O)c2ccccc2)c2cc(S(=O)(=O)CC)ccc2O1 (stereo not drawn)	nt	nt	nt	6	172	6%	-6	172	6%
Cc1ccc(Oc2nc3c(c(=O)n(Cc4ccccc4F)c(=O)n3C)n2C)cc1	0	72	72	-6	104	0%	6	104	-1%
COc1cccc(C(=O)c2c[nH]c(C(=O)NCc3cccs3)c2)c1	nt	nt	nt	nt	nt	0%	nt	nt	10%
Cc1cc(C(=O)OCC(=O)Nc2cccc(S(=O)(=O)N3CCOCC3)c2)c(C)o1	3	88	85	12	35	-5%	-12	35	-72%
Cc1cc(NC(=O)CSc2nnc(-c3ccc(Cl)s3)o2)no1	-6	96	103	-8	153	-8%	8	153	8%
CCn1c(SCC(=O)c2ccc3ccccc3c2)nnc1-c1cccs1	6	104	98	-68	93	-3%	?	nt	-4%
Cc1ccc(Cn2c(Cc3ccccc3)nc3ccccc32)cc1	nt	nt	nt	-4	150	-16%	4	150	6%
Cc1ccc(C(=O)Nc2ccc3c(c2)OCO3)cc1S(=O)(=O)N1CCCC1	-9	79	88	-10	157	0%	10	157	21%
New compounds follow.
SMILES	MRP resist rev	MRP resist rev cytotoxicity	MRP resist rev with doxorubicin	IL1B NFkB inh	IL1B NFkB inh cell count 2 µM	Bcl-B TR3 displacers	IL1B NFkB pot	IL1B NFkB pot cell count 2 µM	PLAP inhibitors HTS
N#CC1=C(N)C(C#N)(C#N)C2(CCC3(CC2)OCCO3)C2CC3(CC=C12)OCCO3 (stereo not drawn)	14	97	83	7	93	1%	-7	93	-10%
Cc1cc2c(cc1C)CSC(c1c(O)ccc3ccccc13)SC2	-3	2	4	5	160	-6%	-5	160	-24%
O=C(O)C1CCCCC1C(=O)NCCC(c1ccccc1)c1ccccc1 (stereo not drawn)	-14	77	91	-11	186	-2%	11	186	-28%
CCCC(=O)c1cc(F)c(N2CCN(S(=O)(=O)c3ccccc3)CC2)cc1C	18	98	80	-27	51	-5%	27	51	12%
O=C(CSc1nc2ccccc2c(=O)[nH]1)N1CCOCC1	4	91	87	nt	nt	-8%	nt	nt	4%
CCN1CCN(C(=S)c2ccc(OCC(=O)N3CCOCC3)cc2)CC1	-6	77	83	14	109	-24%	-15	109	9%
CCn1c(SCC(=O)Nc2nnc(C)s2)nnc1-c1ccncc1	8	102	94	-1	169	1%	1	169	-13%
O=C(COc1ccc2ccccc2c1)NC1=NCCS1	nt	nt	nt	3	179	0%	-3	179	-1%

A portion of the results above, as a working copy:
SMILES	MRP resist rev	MRP resist rev cytotoxicity	MRP resist rev with doxorubicin	IL1B NFkB inh	IL1B NFkB inh cell count 2 µM	Bcl-B TR3 displacers	IL1B NFkB pot	IL1B NFkB pot cell count 2 µM	PLAP inhibitors HTS
Cc1cc(NC(=O)CSc2nnc(-c3ccc(Cl)s3)o2)no1	-6	96	103	-8	153	-8%	8	153	8%
CCn1c(SCC(=O)c2ccc3ccccc3c2)nnc1-c1cccs1	6	104	98	-68	93	-3%	?	nt	-4%
Cc1ccc(Cn2c(Cc3ccccc3)nc3ccccc32)cc1	nt	nt	nt	-4	150	-16%	4	150	6%
Cc1ccc(C(=O)Nc2ccc3c(c2)OCO3)cc1S(=O)(=O)N1CCCC1	-9	79	88	-10	157	0%	10	157	21%
N#CC1=C(N)C(C#N)(C#N)C2(CCC3(CC2)OCCO3)C2CC3(CC=C12)OCCO3 (stereo not drawn)	14	97	83	7	93	1%	-7	93	-10%
Cc1cc2c(cc1C)CSC(c1c(O)ccc3ccccc13)SC2	-3	2	4	5	160	-6%	-5	160	-24%
O=C(O)C1CCCCC1C(=O)NCCC(c1ccccc1)c1ccccc1 (stereo not drawn)	-14	77	91	-11	186	-2%	11	186	-28%
CCCC(=O)c1cc(F)c(N2CCN(S(=O)(=O)c3ccccc3)CC2)cc1C	18	98	80	-27	51	-5%	27	51	12%
O=C(CSc1nc2ccccc2c(=O)[nH]1)N1CCOCC1	4	91	87	nt	nt	-8%	nt	nt	4%
CCN1CCN(C(=S)c2ccc(OCC(=O)N3CCOCC3)cc2)CC1	-6	77	83	14	109	-24%	-15	109	9%
CCn1c(SCC(=O)Nc2nnc(C)s2)nnc1-c1ccncc1	8	102	94	-1	169	1%	1	169	-13%

Some of the compounds tested; the hit share may differ from the screen's.
